Compound activity deposited in PubChem BioAssay by Sanford-Burnham Center for Chemical Genomics.
human PMI inhibition: MPI enzyme activity inhibition – biochemical, fluorescence intensity, coupled assay, primary screen (AID 1209) | purified PMI enzyme, coupled fluorescence intensity; higher % means a stronger effect | inhibition, % at 20 µM; hits with a dose series show IC50 in µM | actives 0.42% (n = 190,000);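 note: plate controls were DMSO vehicle for no effect and wells lacking substrate for full effect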
PMI inhibition: human PMI inhibitors, high substrate, primary screen, biochemical, fluorescence intensity, high mannose 6-phosphate (AID 1220); actives 0.66% (n = 190,000); recombinant PMI enzyme, coupled fluorescence intensity; higher % means a stronger effect; one-dose inhibition, % at 20 µM; IC50 in µM for titrated hits
NOD2 inhibition: inhibition of NOD2-driven NF-kB reporter – cell-based, luminescence, uHTS, HEK293 (AID 1566); HEK293 NOD2/NF-kB luciferase reporter, luminescence; higher % means a stronger effect; inhibition, % at 4 µM; hits with a dose series show EC50 in µM; actives 0.63% (n = 290,000); note: many of its hits are not listed in these tables
LYP phosphatase: PTPN22 lymphoid phosphatase activity blockers – biochemical, fluorescence intensity, uHTS (AID 1779) | recombinant LYP phosphatase, fluorescence intensity; higher % means a stronger effect | inhibition, % at 11.5 µM; hits with a dose series show IC50 in µM | actives 0.054% (n = 290,000);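 note: plate controls were vehicle with enzyme for no effect and no enzyme for full effect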
TNAP activators: human TNAP enzyme activators, primary screen, biochemical, luminescent, no phosphate acceptor, uHTS (AID 1001); purified TNAP, luminescent activation assay, no phosphate acceptor; higher activation fold means a stronger effect; one-dose activation fold at 20 µM; EC50 in µM for titrated hits; actives 0.03% (n = 200,000); in the data active = activation fold from about 3, or a potency from the dose series; inactive = the rest, 99 in 100 with activation fold below about 1.6; note: many of its hits are not listed in these tables
KOR beta-arrestin-1: kappa opioid receptor activators – cell-based, luminescence, uHTS, primary screen (AID 1777). KOR beta-arrestin recruitment, luminescence; higher % means a stronger effect. one-dose activation, % at 10 µM; EC50 in µM for titrated hits. actives 0.02% (n = 280,000); in the data active = activation above about 50%, passing the limit was not always enough; note: a part of the inactive calls stands beside numbers as strong as those of hits
XIAP antagonists: XIAP antagonists, biochemical, IAP family, fluorescence polarization (AID 1018). XIAP BIR domain, fluorescence polarization peptide displacement; higher % means a stronger effect. displacement, % at 20 µM; hits with a dose series show IC50 in µM. actives 0.007% (n = 200,000); in the data active = displacement above about 50%; note: a part of the inactive calls stands beside numbers as strong as those of hits
NOD1 inhibition: inhibition of NOD1-driven NF-kB reporter – cell-based, luminescence, uHTS, primary screen (AID 1578) | NOD1-driven NF-kB luciferase reporter cells, luminescence; higher % means a stronger effect | one-dose inhibition, % at 4 µM; EC50 in µM for titrated hits | actives 1% (n = 290,000); in the data active = inhibition mostly above about 36%, no sharp cut-off; inactive = mostly below about 34%;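 note: HEK-293T reporter cells stimulated with the NOD1 agonist gamma-tri-DAP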
KOR beta-arrestin-2: KOR antagonists, beta-arrestin recruitment, cell-based, luminescence, uHTS (AID 1778). KOR beta-arrestin recruitment, luminescence, antagonist mode; higher % means a stronger effect. one-dose inhibition, % at 10 µM; IC50 in µM for titrated hits. actives 0.091% (n = 290,000); note: strong numbers were not always called active
An asterisk follows results filed as active; . = not tested or not shown; [ ] = remark or other dose. Cut-off read from the data, not from the text of the source, unless noted: active = inhibition above about 50%; inactive = the rest. This is a subset; rates above refer to the full screens.

entry | PMI inhibition | KOR beta-arrestin-2 | human PMI inhibition | XIAP antagonists | SMILES | NOD2 inhibition | LYP phosphatase | NOD1 inhibition | KOR beta-arrestin-1 | TNAP activators
1 | 8% | 19% | 16% | -3.5% | CC(=O)N(C(C)=O)c1cccc2c(N(C(C)=O)C(C)=O)cccc12 | 1% | -2% | -4% | -3.8% | 1.1
2 | -2% | -11% | -8% | -4.7% | Clc1cccc(Cl)c1NC1=NCCC1 | 6% | -10% | -8% | -4.4% | 1.2
3 | -12% | 3% | -10% | -2.6% | COc1ccc2cc(CCN3C(=O)c4ccccc4C3=O)c(=O)[nH]c2c1 | -2% | -3% | -38% | -0.6% | 1.1
4 | 16% | 3% | 3% | 16% | COc1cc(NC2c3ncccc3C(=O)N2Cc2ccco2)cc(OC)c1 (configuration not stated) | 9% | -9% | . | -4.9% | 1.1
5 | . | -35% | . | . | COc1ccc(-c2sc(C(=O)c3ccc(Cl)cc3Cl)cc2CC(=O)O)cc1 | -8% | -8% | -1% | 3.0% | .
6 | -20% | -12% | -24% | -2.6% | CCN(CC)CCN(C(=O)CCOc1ccccc1)c1nc2c(F)cc(F)cc2s1 | 4% | -5% | 1% | -1.1% | 1.1
7 | . | -22%[20 µM] | . | . | OCC1(CCc2ccccc2)CCN(C/C=C/c2ccccc2)CC1 | -15% | -8% | -12% | -6.2% | .
8 | 7% | 40% | 13% | -1.2% | Cc1ccc(NC2=NCC(=O)N2Cc2ccc3c(c2)OCO3)c(C)c1 | -2% | -2% | -23% | 0.2% | 1
9 | -3% | -3% | 0% | -2.7% | CCOC(=O)Cn1c(=O)oc2cc(S(=O)(=O)N3CCC(N4CCCCC4)CC3)ccc21 | 0% | -6% | -8% | -1.7% | 1.2
10 | . | -38%[20 µM] | . | . | COc1cc(CO)c(OC)c([N+](=O)[O-])c1 | 9% | -9% | 35% | -1.3% | .
11 | . | 1% | . | . | COc1ccc2c(c1)c(C(=O)N/N=C/c1ccccc1Cl)c(C)n2C | 14% | 2% | 1% | -1.0% | .
12 | . | 14% | . | . | CCn1nc(NC(=O)Cc2ccc(OC)cc2)c2cc3cc(C)ccc3nc21 | -4% | -6% | -6% | 4.4% | .
13 | -4% | 3% | -12% | -10% | COc1ccccc1N1CCN(C2CCN(C3CCC(c4ccccc4)CC3)CC2)CC1 (configuration not stated) | -15% | -1% | 5% | -3.2% | 1
14 | . | 5% | . | . | CCCCCCCN=C(C)c1ccccc1O | 12% | -3% | -6% | 3.7% | .
15 | 1% | -21% | 15% | -6.0% | Cc1ccc(-n2c(C)cc(=O)cc2C)c(C)c1 | 19% | -2% | -13% | -1.7% | 1.1
16 | 5% | 2% | 8% | -0.9% | O=C(N/N=C/c1cccc([N+](=O)[O-])c1)C1CC1c1ccccc1 (configuration not stated) | -8% | 2% | -35% | -0.9% | 1.1
17 | 10% | 3% | 3% | -2.5% | Cc1ccc(Cn2c(=O)oc3ccccc32)cc1 | -8% | -3% | -35% | -0.9% | 1.1
18 | -2% | 31% | 2% | -6.0% | COC(=O)C1CCN(Cc2ccc(C)cc2)CC1 | 1% | -3% | 5% | -5.8% | 1.1
19 | . | -13% | . | . | CC(O)c1nc2ccccc2n1CCCOc1ccccc1 (configuration not stated) | 14% | -5% | -2% | -0.8% | .
20 | -50% | -62% | -24% | -17% | CCOC(=O)C(=NC(C)(C)C)NNc1cc(Cl)ccc1Cl | 31% | -4% | 1% | 1.6% | 1.1
21 | 1% | 20% | 15% | -2.5% | Cc1ccc(NC(=O)C(OC(=O)c2ccc(F)cc2)c2ccccc2)cc1Cl (configuration not stated) | -5% | 0% | -14% | 9.9% | 1.2
22 | -30% | -14% | -4% | -9.6% | O=C(CN1CCSC1=NCc1ccccc1)c1ccc(Cl)c(Cl)c1 | 6% | 1% | -18% | 3.3% | 0.9
23 | 1% | 4% | 1% | -5.7% | Cn1c(=O)c2c(nc(NC3CCCCC3)n2CC(=O)C23CC4CC(CC(C4)C2)C3)n(C)c1=O | 33% | -10% | 26% | -2.5% | 1.4
24 | . | 16% | . | . | O=C(O)C(NC(=O)C1CCCN1C(=O)OCc1ccccc1)c1ccccc1 (configuration not stated) | 6% | -10% | 3% | 3.8% | .
25 | . | -10% | . | . | Fc1ccc(N=Cc2ccc[nH]2)cc1 | 5% | -1% | -49% | 2.1% | .
26 | -62% | 11% | -27% | 5.4% | C#CCn1cc(/C=N/NC(=O)COc2cccc3cccnc23)c2ccccc21 | 15% | -7% | -1% | 5.2% | 1
27 | 1% | -11% | 2% | -1.3% | COc1ccc(NC(=O)CSc2nc(C)cs2)c(OC)c1 | 2% | -5% | -22% | -2.7% | 1.1
28 | . | -15% | . | . | CCNC(=O)CN(c1ccc(F)cc1)S(=O)(=O)c1ccc2c(c1)OCCO2 | 2% | 0% | -35% | 0.4% | .
29 | 5% | -17%[20 µM] | -15% | -7.0% | COc1ccc(NC(=O)CC(c2ccccc2)c2ccco2)cc1 (configuration not stated) | -40% | 1% | -4% | -4.6% | 1
30 | . | -26% | . | . | CCCN1C(=O)N(c2cccc(C)c2)C(C)(O)CC1(C)C (configuration not stated) | -3% | -4% | -3% | 3.1% | .

Next compounds:
entry | PMI inhibition | KOR beta-arrestin-2 | human PMI inhibition | XIAP antagonists | SMILES | NOD2 inhibition | LYP phosphatase | NOD1 inhibition | KOR beta-arrestin-1 | TNAP activators
31 | . | 6% | . | . | FC(F)(F)c1ccccc1-n1c(CN2CCCCC2)n[nH]c1=S | 11% | -1% | -12% | -1.4% | .
32 | . | -3% | . | . | CCN(CC)CCN1C(=O)C(O)=C(C(C)=O)C1c1ccccc1[N+](=O)[O-] (configuration not stated) | -6% | -9% | -1% | 1.6% | .
33 | 10% | -18% | 20% | -19% | CC(Oc1ccccc1)C(=O)Nc1cccc(-c2nc3ccccc3[nH]2)c1 (configuration not stated) | -5% | 1% | -17% | 0.8% | 1.1
34 | -31% | 21% | -30% | -4.5% | O=C(CC1Nc2ccccc2NC1=O)NC1CCCCC1 (configuration not stated) | 1% | 4% | -3% | 1.1% | 1.1
35 | -4% | -10% | -3% | -4.1% | CCc1c(C)nc(SCC(=O)N2CCCCC2C)[nH]c1=O (configuration not stated) | -4% | -5% | -39% | 2.6% | 1.1
36 | -3% | 12% | -4% | -1.1% | Cc1c(CCC(=O)O)c(=O)oc2cc(O)ccc12 | 12% | -2% | 8% | 2.0% | 1.2
37 | . | -12% | . | . | Cc1ccc(C2(O)C(=O)c3ccccc3C2=O)c(O)c1C | -5% | -3% | -13% | 4.5% | .
38 | -28% | -27% | -17% | -9.6% | CCOC(=O)N1CCN(S(=O)(=O)c2ccc(C(=O)NNc3nc4ccc(Cl)cc4s3)cc2)CC1 | 4% | -1% | -26% | 2.0% | 1.3
39 | 10% | 13% | 6% | -5.1% | CCCCNC(=S)N(C)/N=C/c1c(C)[nH]c2ccccc12 | 6% | -8% | -6% | -2.6% | 1.1
40 | -5% | -5% | -2% | -3.3% | Cc1ccc(N2Cc3ccccc3OC(C)C2=O)cc1 (configuration not stated) | -6% | -5% | -15% | 0.8% | 1
41 | 4% | -2% | 13% | -3.3% | Oc1ccc(-c2n[nH]c(=S)n2-c2ccc3c(c2)OCCO3)cc1 | -5% | 4% | -33% | -3.3% | 1
42 | 6% | 30% | 8% | 0.9% | COc1ccccc1-n1nnnc1SCc1ccccc1 | -7% | 7% | . | -2.5% | 1.1
43 | 4% | 5% | 5% | -2.5% | Cc1cc(NC(=O)Nc2ccc(F)c(Cl)c2)no1 | 5% | -2% | -5% | -3.3% | 1.1
44 | -4% | 15% | 2% | -1.5% | Cc1c(NS(=O)(=O)c2cc(NC(=O)CCN3CCCC(C)C3)ccc2Cl)c(=O)n(-c2ccccc2)n1C (configuration not stated) | 17% | -4% | -34% | 1.7% | 1.1
45 | -17% | 4% | -12% | 0.1% | C(=N\Nc1ncnc2sc3c(c12)CCC3)/c1ccncc1 | -7% | -9% | 20% | -3.6% | 0.9
46 | -5% | -21%[20 µM] | -2% | -3.1% | CNC(=O)c1ccc(-c2nc(-c3ccccc3)cs2)cc1 | -28% | -2% | -31% | -5.0% | 1.1
47 | . | -20% | . | . | CCCN1CCN(S(=O)(=O)c2c(C)[nH]c(C)c2C(=O)N2CCCCC2)CC1 | -2% | -6% | -14% | -7.5% | .
48 | 16% | 11% | 13% | -9.7% | COc1ccc(S(=O)(=O)n2ccc(C(C)Oc3ccc(-c4ccccc4)c(F)c3)n2)cc1 (configuration not stated) | . | -6% | . | -4.1% | 1.1
49 | . | 23% | . | . | O=C(NCCSCc1ccco1)Nc1cc(Cl)cc(Cl)c1 | -22% | -2% | 1% | 3.0% | .
50 | 6% | 31% | 8% | -2.6% | O=C(c1ccc2c(c1)OCCO2)C1CCN(C(=O)c2ccc(F)cc2)CC1 | 22% | -2% | 8% | -3.8% | 1.1
51 | 17% | -21% | 19% | -5.2% | COc1ccc(OC)c(NC(=O)COC(=O)c2c3c(nc4ccccc24)CCCC3)c1 | 11% | 3% | 0% | 1.6% | 1.1
52 | . | -2% | . | . | Fc1ccc(-c2ccc(/C=N/n3cnnc3)o2)cc1 | 3% | -9% | -13% | -1.9% | .
53 | . | -2% | . | . | N#Cc1ccccc1NC(=S)NC(=O)C1CCC1 | -2% | -4% | -14% | 2.0% | .
54 | -6% | -38% | 3% | -5.0% | Cc1cccc(OCC(=O)Nc2ccc(C(=O)NCc3cccnc3)cc2)c1 | -5% | -9% | -1% | 4.3% | 1.1
55 | -12% | 8% | -12% | -2.7% | Clc1ccc2c(NCc3ccco3)ncnc2c1 | 19% | 1% | 17% | -0.3% | 1.1
56 | -7% | -48%[20 µM] | 1% | -4.8% | CCn1c(=N)c(S(=O)(=O)c2ccccc2)cc2c(=O)n3ccccc3nc21 | 17% | -60% | -20% | . | 1
57 | 10% | -6% | 6% | -8.4% | Cc1nn(CCO)c2c1C(=O)CCC2 | 7% | -7% | -26% | -2.9% | 1
58 | 2% | -6% | 2% | 3.0% | CCC1(CC)Cc2ccccc2C(=C(C#N)C#N)N1 | 10% | 0% | -15% | 1.1% | 1.1
59 | 7% | -15% | 7% | -3.4% | Fc1ccc(-c2csc(N3CCSCC3)n2)cc1 | -7% | -2% | -16% | -3.8% | 1.1
60 | 3% | -33% | 2% | -15% | Cc1ccc(Cl)cc1N1CCN(Cc2nc3ccsc3c(=O)[nH]2)CC1 | -12% | 0% | 1% | -0.2% | 1.1

Additional entries follow.
entry | PMI inhibition | KOR beta-arrestin-2 | human PMI inhibition | XIAP antagonists | SMILES | NOD2 inhibition | LYP phosphatase | NOD1 inhibition | KOR beta-arrestin-1 | TNAP activators
61 | 1% | 6% | 10% | 5.2% | Cc1c(NC(=S)Nc2ccccc2C(F)(F)F)cccc1[N+](=O)[O-] | -8% | -5% | 33% | -8.5% | 1
62 | . | -20% | . | . | CN1CCN(S(=O)(=O)c2ccc(NC(=O)c3cccc(F)c3)cc2)CC1 | 1% | -7% | -10% | 3.3% | .
63 | . | 25% | . | . | O=C(/C=C/c1ccc(O)c(O)c1)c1ccccc1O | -120% | -7% | 4% | -0.3% | .
64 | -2% | 32% | -1% | -2.4% | COc1ccc(NC(=O)c2cccc(S(=O)(=O)N3CCOCC3)c2)cn1 | 16% | -10% | 20% | -8.3% | 1.2
65 | . | -9% | . | . | O=C(NCC1CCCO1)c1cnc(Cl)c(Cl)c1 (configuration not stated) | -6% | -11% | 3% | -3.6% | .
